# Screens as filed in PubChem BioAssay.
# Tau ThT inhib = qHTS for Inhibitors of Tau Fibril Formation, Thioflavin T Binding | Microtubule-associated protein tau (Homo sapiens), P10636 | recombinant tau K18 P301L (four-repeat tau fragment), heparin-induced fibrillization, ThT fluorescence | Potency, µM (titrated, usually from 57.4 µM), without a hit: at the top dose activity, negative = inhibition, actives largely listed as inhibitors | 270,000 compounds, 2.1% hits; active = well fitted inhibition curve with a large enough effect; inconclusive = small, poorly fitted or top-dose-only effect; also: nearly all actives have a fitted effect of over 55% in size
# Target sequence (P10636 561-689 P618L limits assumed): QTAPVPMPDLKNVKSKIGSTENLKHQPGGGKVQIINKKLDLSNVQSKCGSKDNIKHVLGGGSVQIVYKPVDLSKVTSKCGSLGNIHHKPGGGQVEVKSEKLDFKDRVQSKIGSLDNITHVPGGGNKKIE
#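 K18 P301L tau (15 uM + 0.24 uM Alexa 594-tagged), heparin 20 uM, NaOAc pH 7, 6 h 37 C; ThT 30 uM, 1 h RT, ex 450/em 510 nm.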
# LMNA splice mod = qHTS Assay for Modulators of Lamin A Splicing. HeLa LMNA splicing GFP/RFP minigene ratio, 48 h. Potency, µM (top dose mostly 46.1 µM), without a hit: at the top dose ratio change, negative = inhibition, most hits filed as inhibitors. 200,000 compounds, 0.01% hits; active = well fitted inhibition curve with a large enough effect in the signal ratio, with a control signal flat, not every such curve was filed as active; inconclusive = small, poorly fitted or top-dose-only effect, or effect the other way, or a change in a side signal; the % refers to the signal ratio
#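 S3 HeLa stable clones carrying a lamin A-EGFP splicing minigene plus DsRed2 were seeded at 600 cells/well in Opti-MEM with 2% FBS, pin-dosed and incubated 48 h at 37°C. Acumen cytometry (488 nm) gave the GFP/RFP total-intensity ratio.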
# An asterisk follows results filed as active; ? = inconclusive; [ ] = another dose, or the depositor's remark. % is scaled to controls: 0 for no effect and ±100 for the full control effect; potency is read from the fitted curve at half-maximal effect. These rows are one share of the data; count on the stated rates, not on these rows.
SMILES,Tau ThT inhib,LMNA splice mod
CCOC(=O)C1CCN(C(c2ccccc2OC)c2c(O)cc(C)n(CCOC)c2=O)CC1 (stereo not drawn),?,-5%[46 µM]
O=C(NCc1cccc(F)c1)C1CCN(c2nn3cc(-c4ccc(F)cc4)nc3s2)CC1,-13%,6%[46 µM]
CCOc1ccccc1Nc1sc(C(=O)c2ccccc2)c(N)c1S(=O)(=O)c1ccc(C)cc1,8%,-4%[46 µM]
COC(=O)c1ccc(Cn2c(SCC(=O)N(C)c3ccccc3)nc3ccccc32)cc1,-5%,2%[46 µM]
CCCC(=O)Nc1cc(-c2nc3cccnc3s2)ccc1C,?,-3%[46 µM]
CCOC(=O)c1cc(-c2ccc(F)cc2)n(CCC(=O)NC2CCCCC2)c1C,-10%,-13%[46 µM]
O=C(NCc1ccccc1)c1cnc(N2CCCCC2)c2ccccc12,-15%,-4%[46 µM]
O=C(NCCCO)C(=O)Nc1c2c(nn1-c1ccc(F)cc1)CSC2,-10%,2%[46 µM]
COc1ccc(S(=O)(=O)Nc2ccc(-c3ccc(N4CCCC4)nn3)cc2)cc1F,-6%,?
CCOc1ccc(NC(=O)N2CCC(CN3CCc4ccccc4C3)CC2)cc1,-10%,-9%[46 µM]
O=C(Nc1cccc(Cl)c1)c1cc(S(=O)(=O)N2CCCc3ccccc32)ccc1F,2%,6%[46 µM]
O=S(=O)(c1ccc(-c2cnc(C3CC3)o2)cc1)N1CCN(c2ccccc2)CC1,-5%,-10%[46 µM]
Cc1ccc(CNC(=O)Cn2c(=O)ccc3cc(S(=O)(=O)N4CCCC4)ccc32)cc1,3%,?
COc1ccc(CNC(=O)C2CCN(c3nc4ccccc4[nH]3)CC2)cc1OC,-13%,4%[46 µM]
Cc1ccc(S(=O)(=O)N2CCN(Cc3cc(=O)n4nc(-c5ccccc5Cl)sc4n3)CC2)cc1,4%,2%[46 µM]
CCOC(=O)c1c(S(=O)(=O)N2CCC(C(=O)Nc3cccc(C)n3)CC2)c(C)n(C)c1C,7%,5%[46 µM]
Cc1ccc2c(=O)cc(CSc3ccccc3)[nH]c2c1C,-16%,1%[46 µM]
Cc1nc(-c2ccc(S(=O)(=O)NCc3ccc(F)cc3)cc2)co1,4%,-10%[46 µM]
COc1ccc(OC)c(NC(=O)N(C)CCc2c(C)nn(C)c2C)c1,2%,8%[46 µM]
CCOc1ccccc1CNC(=O)C1CCN(Cc2cc3ccccc3n2Cc2ccccc2)CC1,-6%,-1%[46 µM]
Cc1ccc(CNC(=O)C(=O)NCC(c2ccco2)S(=O)(=O)c2ccccc2)cc1 (stereo not drawn),7%,-2%[46 µM]
Cc1nc(-c2ccccc2)sc1CCNC(=O)c1ccco1,?,?
COc1ccc(NC(=O)Cn2c(=O)oc3cc(S(=O)(=O)N4CCCCC4C)ccc32)cc1 (stereo not drawn),5%,21%[46 µM]
COCCNC(=O)c1ccc2nc(Cc3ccccc3)oc2c1,7%,5%[46 µM]
Cc1cc(C)cc(NC(=O)c2cc(S(=O)(=O)N3CCOCC3)cn2C)c1,4%,10%[46 µM]

# More structures.
SMILES,Tau ThT inhib,LMNA splice mod
Cc1ccc(-c2nc3scc(CCNS(=O)(=O)c4c(C)noc4C)n3n2)cc1,3%,?
CNC(=O)Cn1cc(S(=O)(=O)Cc2ccccc2F)c2ccccc21,8%,1%[46 µM]
COc1ccc(Cl)cc1NC(=O)c1cc(S(=O)(=O)N2CCC(C)CC2)cn1C,8%,6%[46 µM]
Cc1ccc(C)c(N2CCN(C(=O)CSCc3ccccc3Cl)CC2)c1,?,-23%[46 µM]
COc1cccc(CNC(=O)CN2C(=O)N(c3cc(C)ccc3C)S(=O)(=O)c3ccccc32)c1OC,4%,?
CC(=O)Nc1c(C)nn(-c2ccccc2)c1N1CCC(C(=O)Nc2ccccc2F)CC1,6%,?
Cc1noc(-c2ccc(-c3noc(-c4ccccc4)n3)cc2)n1,-21%,15%[46 µM]
CCN(c1cccc(C)c1)c1ncnc2c1cnn2-c1cccc(Cl)c1,-8%,?
Cc1cccc(-n2ncc(C(=O)N3CCOCC3)c2C2CCN(C(=O)OC(C)(C)C)CC2)c1,7%,6%[46 µM]
COc1ccc(N2CCN(C(c3ccc(F)cc3)c3sc4nc(-c5ccco5)nn4c3O)CC2)cc1 (stereo not drawn),?,7%[46 µM]
O=C(CSc1nccn1Cc1ccc(F)cc1)Nc1ccc2c(c1)OCCO2,0%,-13%[46 µM]
Cc1ccc(Cl)cc1N1CCN(C(=O)c2cnn(C(C)(C)C)c2C2CCN(C(=O)OC(C)(C)C)CC2)CC1,?,?
O=C(NCCCN1CCCCC1)c1cc(Sc2ccc(Cl)cc2)nc2ccccc12,7%,?
O=C(NC1CC(=O)N(c2ccc(F)cc2)C1)c1ccco1 (stereo not drawn),-3%,17%[46 µM]
CCOC(=O)c1noc2ncnc(NCc3ccccc3OC)c12,-8%,-5%[46 µM]
CCc1ccccc1NC(=O)C1CCN(S(=O)(=O)c2ccc3[nH]c(=O)ccc3c2)CC1,-6%,-4%[46 µM]
CCOc1ccc(C(=O)Nc2ccc(C(=O)OCc3cc(=O)n4ccsc4n3)cc2)cc1,-1%,?
COc1ccc(-c2ccc(=O)n(CC(=O)Nc3ccc(Br)cc3F)n2)cc1,-1%,19%[46 µM]
Cc1cccc(N2CCN(C(=O)C3CCN(S(=O)(=O)c4cn(C)cn4)CC3)CC2)c1C,0%,-1%[46 µM]
Cc1ccccc1OCC(=O)OCc1cc(=O)n2nc(C3CCCCC3)sc2n1,-14%,6%[46 µM]
CCSc1ccccc1C(=O)N1CCN(c2nc3ccccc3s2)CC1,-6%,-5%[46 µM]
O=C(CSc1nc2c([nH]c3ccccc32)c(=O)n1-c1ccc(F)cc1)Nc1ccc2c(c1)OCO2,-4%,3%[46 µM]
O=C(CC1N=C2c3ccccc3N=C(SCc3cccc(Cl)c3)N2C1=O)NC1CCCCC1 (stereo not drawn),-18%,-13%[46 µM]
COc1cccc(CNC(=O)CCn2cccn2)c1,5%,-5%[46 µM]
Cc1nc2nc(SCC(=O)NC3CCC(C)CC3)nn2c(C)c1Cc1ccccc1Cl (stereo not drawn),-13%,3%[46 µM]

# Profiles as entered above. Order of values: Tau ThT inhib	LMNA splice mod
# CNC(=O)Cn1cc(S(=O)(=O)Cc2ccccc2F)c2ccccc21 is listed with 8%	1%[46 µM]
# CCOC(=O)C1CCN(C(c2ccccc2OC)c2c(O)cc(C)n(CCOC)c2=O)CC1 (stereo not drawn) is listed with ?	-5%[46 µM]
# CCCC(=O)Nc1cc(-c2nc3cccnc3s2)ccc1C is listed with ?	-3%[46 µM]
# COc1ccc(-c2ccc(=O)n(CC(=O)Nc3ccc(Br)cc3F)n2)cc1 is listed with -1%	19%[46 µM]
# Cc1ccc2c(=O)cc(CSc3ccccc3)[nH]c2c1C is listed with -16%	1%[46 µM]

# The results go on:
SMILES,Tau ThT inhib,LMNA splice mod
CC(C)Oc1ccc(CNC(=O)C2CCCN(S(=O)(=O)c3ccc4c(ccn4C)c3)C2)cc1 (stereo not drawn),8%,?
Cc1ccc2c(c1)-c1onc(C(=O)N(C)c3cccc(C(F)(F)F)c3)c1CO2,?,-14%[46 µM]
O=C(Nc1cc(Cl)cc(Cl)c1)c1ccc(F)c(S(=O)(=O)N2CCN(c3ccccc3F)CC2)c1,4%,-5%[46 µM]
O=C(NCc1ccccc1Cl)c1ccc(NC(=O)c2nsc3ccccc23)cc1,2%,?
O=C(Oc1ccc(Cl)cc1)c1cc(-c2ccc3c(c2)OCCO3)on1,-16%,11%[46 µM]
COC(=O)c1ccc(NC(=O)C(=O)NCCc2csc3nc(-c4ccccc4F)nn23)cc1,-6%,?
Cc1ccc(-n2c(COCC(=O)O)nc3cccnc32)cc1,4%,14%[46 µM]
COc1ccccc1CNc1ncnc2c1nnn2C,-5%,8%[46 µM]
O=C(NCCCc1ccccc1)c1ccc2c(c1)sc1nc(-c3ccc(F)cc3)cn12,-2%,14%[46 µM]
Cc1ccc(-c2nc(C(=O)NCc3ccccc3Cl)c3n2CCCCC3)cc1,-13%,1%[46 µM]
Fc1ccc(-c2noc3ncnc(NCCc4ccc(Cl)cc4)c23)cc1,-10%,0%[46 µM]
COc1cccc(CNC(=O)C2CCN(Cc3cc4ccccc4n3Cc3ccc(C)cc3)CC2)c1,-11%,?
COc1cccc(CNC(=O)Cn2c(=O)cc(C(F)(F)F)c3c(C)nn(C)c32)c1OC,1%,19%[46 µM]
COc1ccc(-c2nn3c(-c4ccccc4)nnc3c3ccccc23)cc1,?,-11%[46 µM]
COc1ccc(NC(=O)CN2C(=O)COc3ccc(S(=O)(=O)N4CCOCC4)cc32)cc1,-9%,10%[46 µM]
COc1ccc(-c2cnc(C)o2)cc1S(=O)(=O)Nc1ccc(F)cc1F,-2%,6%[46 µM]
COC(=O)c1ccc(OCC2c3cc(OC)c(OC)cc3CCN2C(=O)c2ccc(F)cc2)cc1 (stereo not drawn),-1%,-11%[46 µM]
Cc1ccc(C)c(N2CCN(C(=O)c3ccc(NC(=O)c4nsc5ccccc45)cc3)CC2)c1,-4%,?
CN1C(=O)C2(c3ccccc31)N(c1cccc(F)c1)C(=O)CS2(=O)=O (stereo not drawn),-11%,10%[46 µM]
Cc1cccc(C)c1NC(=O)Cn1nnc(C(=O)NCc2ccc(F)cc2)c1N,1%,27%[46 µM]
COc1ccc(C2=CC(c3ccccc3F)n3ncc(C(=O)Nc4ccc(C)cc4)c3N2)cc1 (stereo not drawn),-5%,-8%[46 µM]
Cc1ccc(CNC(=O)Cn2cc(S(=O)(=O)Cc3ccccc3F)c3ccccc32)cc1,-11%,?
Cc1cccc(N2CCN(C(=O)c3cc4ccc5cccnc5c4[nH]3)CC2)c1C,?,?
O=C1CS(=O)(=O)C2(C(=O)N(Cc3ccccc3Cl)c3ccccc32)N1c1ccc(F)cc1 (stereo not drawn),-5%,?
O=C(COc1ccc(Cl)cc1)Nc1nnc2n1CCS2,?,4%[46 µM]
O=C(CC1N=C2c3ccccc3N=C(SCc3ccccc3Cl)N2C1=O)NCCc1ccccc1 (stereo not drawn),-14%,-16%[46 µM]
CCC1CN(C(=O)N2CCC(C(=O)NCCc3ccccc3Cl)CC2)c2cc(C)ccc2O1 (stereo not drawn),0%,?

# 4 compounds out of the list above, arranged by the number in Tau ThT inhib, low to high.
structure	Tau ThT inhib
O=C(CC1N=C2c3ccccc3N=C(SCc3ccccc3Cl)N2C1=O)NCCc1ccccc1 (stereo not drawn)	-14%
Cc1ccc(CNC(=O)Cn2cc(S(=O)(=O)Cc3ccccc3F)c3ccccc32)cc1	-11%
O=C1CS(=O)(=O)C2(C(=O)N(Cc3ccccc3Cl)c3ccccc32)N1c1ccc(F)cc1 (stereo not drawn)	-5%
O=C(NCCCc1ccccc1)c1ccc2c(c1)sc1nc(-c3ccc(F)cc3)cn12	-2%
